Platelet DG rel = modulates dense granule release in human platelets | human platelet-rich plasma, SFLLRN dense granule ATP release, luminescence | inhibition, %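 (compounds screened at 7.5 µM in platelet-rich plasma)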 | hit rate 0.22% among 300,000 | AID 1663;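 active = mean replicate score, as percent of positive control, at or above 50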
IEC-6 tox = counter-screen for KLF5 inhibitors: cytotoxicity in IEC-6 cells | IEC-6 cytotoxicity, luminescence viability | inhibition, % at 5 µM | hit rate 0.78% among 290,000; in the data active = inhibition above about 22%;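 also: 0% = plate median of test compound wells and 100% = cytotoxic reference compound wells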
Dyrk1A ADPGlo = inhibitors of rat Dyrk1A kinase | ADP-Glo luminescence, NFATc1 peptide | hit rate 0.43% among 310,000 | inhibition, % at 12.5 µM; in the data active = inhibition above about 50%;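 also: plate controls were vehicle with enzyme for no effect and no enzyme for full effect; many of its hits are not listed in these tables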
aSyn 5UTR inh = 5' untranslated region of α-synuclein, MLPCN primary screen | inhibition, % (tested at 7.5 µM) | AID 1813 | hit rate 0.82% among 300,000 | alpha-synuclein 5'UTR reporter, inhibitor activity; in the data active = inhibition above about 60%;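 also: H4 neuroglioblastoma cells stably carrying SNCA 5'UTR luciferase fusion; 0% = DMSO wells and 100% = positive control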
GSK3A inh = blocks human GSK-3 alpha kinase. ADP-Glo luminescence, 60 min. inhibition, % at 10 µM. hit rate 0.1% among 320,000;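 in the data active = inhibition above about 50%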;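 also: GST-tagged GSK-3 alpha with peptide substrate and 25 µM ATP; 0% = DMSO neutral wells and 100% = GW8510 positive control wells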
Target sequence (P49840 whole entry, looked up): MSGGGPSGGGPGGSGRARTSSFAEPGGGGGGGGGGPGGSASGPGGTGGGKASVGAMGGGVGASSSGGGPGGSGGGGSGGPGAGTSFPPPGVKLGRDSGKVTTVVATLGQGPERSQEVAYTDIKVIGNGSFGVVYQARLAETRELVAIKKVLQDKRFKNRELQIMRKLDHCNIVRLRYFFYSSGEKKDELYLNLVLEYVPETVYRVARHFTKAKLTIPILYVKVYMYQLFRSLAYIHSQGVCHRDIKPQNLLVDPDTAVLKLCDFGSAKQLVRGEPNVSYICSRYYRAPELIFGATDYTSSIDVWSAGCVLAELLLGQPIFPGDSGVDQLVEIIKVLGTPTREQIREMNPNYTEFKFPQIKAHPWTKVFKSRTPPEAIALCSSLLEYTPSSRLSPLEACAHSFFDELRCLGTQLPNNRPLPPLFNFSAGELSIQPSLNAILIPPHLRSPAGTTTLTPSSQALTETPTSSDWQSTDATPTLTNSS
HSP90 inh = HSP90 refolding inhibition in rabbit reticulocyte lysate | inhibition, % at 5.6 µM | hit rate 0.91% among 290,000 | luciferase refolding luminescence, 3 h;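 active = inhibition above the screen-wide mean plus 3 SD, computed separately per campaign, cut at about 16% in these data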;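 also: 0% = DMSO wells and 100% = 60 µM geldanamycin wells; inhibitors lower the luminescence because luciferase stays unfolded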
GSK3beta inhib = inhibitors of human GSK3beta kinase; P49841; GST-GSK3beta kinase, ADP-Glo luminescence, 60 min; hits give low values; activity score (negative = inhibition), % at 10 µM; hit rate 0.038% among 300,000;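 active = more than half of replicate wells score below -50%, meaning over 50% inhibition versus plate controls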;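 also: 0% = median DMSO wells and -100% = median GW8510 positive control wells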
Target sequence (P49841 whole entry, looked up): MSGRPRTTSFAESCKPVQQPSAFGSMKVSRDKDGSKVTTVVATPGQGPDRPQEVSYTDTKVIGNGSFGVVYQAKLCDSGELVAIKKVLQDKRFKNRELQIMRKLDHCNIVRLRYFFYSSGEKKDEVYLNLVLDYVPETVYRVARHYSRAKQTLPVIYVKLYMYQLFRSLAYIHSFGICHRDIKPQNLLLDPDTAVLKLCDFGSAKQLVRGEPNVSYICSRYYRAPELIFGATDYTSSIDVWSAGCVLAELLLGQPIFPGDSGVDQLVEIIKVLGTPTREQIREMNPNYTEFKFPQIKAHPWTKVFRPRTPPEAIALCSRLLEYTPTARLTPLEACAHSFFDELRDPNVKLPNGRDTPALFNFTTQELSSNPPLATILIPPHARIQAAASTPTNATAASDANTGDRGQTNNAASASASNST
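Assay system: GST-tagged human GSK3beta kinase, cell-free; Input: 1.6 ng GSK3beta; Medium: Tris/MgCl2 kinase buffer; Timing: 60 min enzyme reaction, room temperature; Signal: ADP-Glo luminescence quantifying ADP generated by kinase; Evaluation: score relative to plate controls; Benchmarks: DMSO neutral wells and GW8510 at 20 µM as positive.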
HSF1 inhib = HSF1 inhibition; NIH3T3-HGL HSE-luciferase, MG132-induced, luminescence 8 h; hits give low values; activity change, negative = inhibition, % at 7.5 µM (by protocol); hit rate 0.77% among 300,000;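 active = more than half of replicate wells show activity change below -50%, luminescence cut by over half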;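 also: luciferase reports HSF-1 transcriptional activity via heat shock element; 0% = median of DMSO wells and -100% = zero luminescence signal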
KLF5 inh = inhibitors of KLF5 expression | DLD-1 KLF5 promoter-luciferase reporter, luminescence | inhibition, % at 5 µM | hit rate 0.23% among 290,000;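 active = inhibition above a per-plate limit of that plate's mean compound inhibition plus 3 SD, cut at about 60% in these data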;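 also: 0% = DMSO wells and 100% = LY294002 at 200 µM; higher means less KLF5 promoter-driven luciferase light; inactives centre near -14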
HSF-1 act = increases HSF-1 driven luciferase reporter signal. NIH3T3-HGL HSF-1 luciferase reporter, MG132, 8 h; 100% = twice DMSO control signal. activation, % at 9 µM. hit rate 1.7% among 300,000;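 active = mean replicate activation of at least 50% with a set share of replicates each reaching 50%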;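 also: 0% = median of the neutral control wells and 100% = twice that signal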
Starred values were filed as active, the others as inactive; . = no result given. Only part of the results is shown. The share of hits here may be higher or lower than overall.

(1) COc1ccc(F)c(-c2nc(CN3CCC(c4ccccc4)CC3)c(C)o2)c1
(2) CCOC(=O)c1c(NC(=O)Nc2ccc(Cl)cc2)sc(C)c1C
(3) CC(C)N(C(=O)Cn1c(-c2ccccc2Cl)nc2ccccc21)c1ccccc1
(4) OC1CCN(C(=S)Nc2ccc(Nc3ccccc3)cc2)CC1
(5) Cn1c(=O)c2c(SCc3cccnc3)nc(C3CC3)nc2n(C)c1=O
(6) CCC1(c2ccccc2)NC(=O)N(CC(=O)N(C)CC(=O)Nc2cccc(OC)c2)C1=O (stereo not drawn)
(7) CC(=O)Nc1ccc(S(=O)(=O)N2CCN(c3nc(NC4CCCC4)c4ccccc4n3)CC2)cc1
(8) Cn1c(=O)c(=O)n(C)c2cc([N+](=O)[O-])c(N3CCOCC3)cc21

Compound,1,2,3,4,5,6,7,8
Platelet DG rel,7,0,-5,2,21,-7,-10,16
IEC-6 tox,3,3,4,2,2,.,-8,3
Dyrk1A ADPGlo,3,-4,-3,-1,2,8,-1,2
aSyn 5UTR inh,3,-16,-40,-116,11,-9,24,10
GSK3A inh,-2,-2,-1,-1,-1,0,-3,-1
HSP90 inh,-2,-1,3,0,1,.,7,-5
GSK3beta inhib,2,1,-2,1,-5,2,1,-3
HSF1 inhib,-8,3,15,35,-4,-1,.,-3
KLF5 inh,-49,-15,-6,-35,-38,.,-9,24
HSF-1 act,4,23,41,43,-18,1,.,5

(9) CC1CCN(CCOc2ccc(Cl)c(Cl)c2)CC1
(10) O=C(Nc1cccc(S(=O)(=O)Nc2ccccc2F)c1)c1ccc2ccccc2n1
(11) CN1C(=O)c2ccccc2N(C)C1c1ccc2c(c1)OCO2 (stereo not drawn)
(12) Cc1cc(C)c(C#N)c(Nc2cccc(Br)c2)n1
(13) Cc1ccc(C2(C(F)(F)F)NC(=O)N3N=C4CCCCCN4C3=C2C#N)cc1 (stereo not drawn)
(14) COC(=O)c1cc(S(=O)(=O)NCCCN2CCCC2=O)cn1C
(15) O=[N+]([O-])c1ccc(Nc2nc(N3CCOCC3)nc(N3CCOCC3)n2)cc1
(16) C=CCSC1=C(C#N)C(c2cc(Br)c(O)c(OC)c2)CC(=O)N1 (stereo not drawn)

Compound,9,10,11,12,13,14,15,16
Platelet DG rel,-3,-8,-12,-2,-1,10,4,3
IEC-6 tox,-9,-7,2,2,4,11,.,-2
Dyrk1A ADPGlo,2,4,0,3,-3,.,8,12
aSyn 5UTR inh,-12,7,6,-13,2,-14,4,6
GSK3A inh,0,0,-1,-1,0,0,-3,2
HSP90 inh,0,-3,0,0,0,3,.,1
GSK3beta inhib,0,0,-1,-2,2,-22,-2,0
HSF1 inhib,-3,0,2,3,-2,-2,-7,5
KLF5 inh,5,-43,21,-32,-25,-14,.,-17
HSF-1 act,-22,6,9,5,-19,2,-2,23

(17) CCN(CC)S(=O)(=O)c1cc([N+](=O)[O-])ccc1NNC(=O)Nc1ccc(F)cc1
(18) Cc1ccc2c(c1)Sc1c(ccc3ccccc13)N2
(19) Oc1cccc(Nc2c3ccccc3nc3ccccc23)c1
(20) O=c1[nH]c(SCc2ccccc2Cl)nc2c1CCC2
(21) CC(=O)N1CCSc2ccc(S(=O)(=O)NCCc3cccc(C)c3)cc21
(22) Cc1cc(NC(=O)CCC(=O)N(c2ccccc2)C(C(=O)NC2CCCCC2)c2cccs2)no1 (stereo not drawn)
(23) COc1ccc(C(=O)OCc2cc3cccc(C)c3[nH]c2=O)cc1
(24) O=C(Nc1ccccc1)c1ccsc1

Compound,17,18,19,20,21,22,23,24
Platelet DG rel,15,2,-20,-4,15,-3,-2,-3
IEC-6 tox,-5,7,35*,5,0,-11,2,3
Dyrk1A ADPGlo,-8,-8,6,-3,-5,11,1,-5
aSyn 5UTR inh,14,-6,-81,-10,22,3,0,-27
GSK3A inh,0,-2,-2,.,-3,0,-1,-4
HSP90 inh,0,1,0,3,-2,-3,-2,-1
GSK3beta inhib,-2,4,-1,2,2,1,-2,-3
HSF1 inhib,3,39,8,14,1,7,5,-4
KLF5 inh,-47,-58,-5,4,-8,-11,-6,1
HSF-1 act,3,46,7,36,15,11,5,1

(25) O=S(=O)(NCCc1cn2ccccc2n1)c1ccc(F)c(C(F)(F)F)c1
(26) C/C(=N/NS(=O)(=O)c1cc(C)ccc1C)c1c[nH]c2ccccc12
(27) CN1CCN(C(=O)c2ccccc2NC(=O)c2cccc(Cl)c2)CC1
(28) O=C(O)c1ccccc1OCc1nc2ccccc2s1
(29) Cc1cccc(N(C(=O)Cn2nnc3ccccc32)C(C(=O)NCc2ccco2)c2ccncc2)c1C (stereo not drawn)
(30) O=C(COC(=O)c1cccs1)NCC1CCCCC1
(31) Cc1cccn2c(=O)c3cc(C(=O)NCC(C)C)sc3nc12
(32) CCC1C(C#N)=C(N)OC2=C1C(=O)CC(C)(C)C2 (stereo not drawn)

Compound,25,26,27,28,29,30,31,32
Platelet DG rel,-2,-9,2,14,0,-12,7,14
IEC-6 tox,3,5,-1,1,2,-4,-13,3
Dyrk1A ADPGlo,-2,11,0,3,-1,4,-3,1
aSyn 5UTR inh,1,6,6,-146,1,-2,-23,19
GSK3A inh,-1,0,1,1,-4,1,-2,-2
HSP90 inh,4,-3,-2,3,2,2,-6,0
GSK3beta inhib,-1,5,6,-1,-2,1,3,-1
HSF1 inhib,1,-2,5,12,11,-4,-8,6
KLF5 inh,-25,-10,-28,-71,20,11,-33,-15
HSF-1 act,10,-13,21,29,20,16,-1,9

(33) O=C(CSc1n[nH]c(-c2ccccn2)n1)Nc1cccc(Cl)c1
(34) C=CCN(c1ccccc1)S(=O)(=O)c1cccc(C(=O)NNC(=O)c2ccccc2O)c1
(35) COc1ccc(/C(O)=C2/C(=O)C(=O)N(CCN3CCOCC3)C2c2ccccn2)cc1 (stereo not drawn)
(36) CCN1CCN(CCC(=O)Nc2ccc(Br)cc2)CC1
(37) CN(C)/C=C(/C(=O)c1ccc(Cl)cc1)S(=O)(=O)c1ccccc1
(38) Cc1cccc(-c2nc(CS(=O)CC(=O)NC3CCCC3)c(C)o2)c1 (stereo not drawn)
(39) O=C(COC(=O)c1ccc(NS(=O)(=O)c2cccs2)cc1O)Nc1ccc(F)cc1
(40) CCOCC(=O)Nc1cc([N+](=O)[O-])ccc1C

Compound,33,34,35,36,37,38,39,40
Platelet DG rel,-33,1,.,-7,5,.,-3,7
IEC-6 tox,-1,.,1,3,2,-1,-6,-5
Dyrk1A ADPGlo,0,-1,6,-2,3,7,-2,1
aSyn 5UTR inh,86*,-5,.,22,-7,.,8,2
GSK3A inh,-4,-3,-1,-1,-2,.,-4,-2
HSP90 inh,-6,.,0,6,1,-1,3,-2
GSK3beta inhib,3,2,.,-4,0,.,5,-1
HSF1 inhib,6,4,.,1,5,.,-6,7
KLF5 inh,59,.,-161,2,-27,-82,6,-18
HSF-1 act,5,2,.,20,0,.,-11,-6

The closing 3 entries of the section before come first, to join the parts.
(38) Cc1cccc(-c2nc(CS(=O)CC(=O)NC3CCCC3)c(C)o2)c1 (stereo not drawn)
(39) O=C(COC(=O)c1ccc(NS(=O)(=O)c2cccs2)cc1O)Nc1ccc(F)cc1
(40) CCOCC(=O)Nc1cc([N+](=O)[O-])ccc1C
(41) COc1ccccc1NC(=O)c1ccc(-c2nn(C)c(=O)c3ccccc23)cc1
(42) O=C(OCc1nnc(-c2ccccc2)o1)c1ccc2c(c1)OCCO2
(43) Cc1ccccc1C(=O)Nc1cccc(NC(=O)c2ccccc2[N+](=O)[O-])c1
(44) CCOC(=O)C1=C(C)NC(=S)N(C(C)=O)C1c1ccccc1 (stereo not drawn)
(45) C[C@H](NC(=O)[C@@H]1CSC2c3ccccc3C(=O)N21)C(=O)NC1CCCC1 (stereo partly drawn)
(46) C=C1CCN([C@H](C(=O)OCc2cccc(C)c2)C(C)C)S(=O)(=O)c2ccccc21
(47) COCCN1Cc2cccc(C(=O)Nc3ccc(-c4nc5ccccc5[nH]4)cc3)c2C1=O
(48) O=C(NCC1CCCO1)c1nn2c(C(F)(F)F)cc(-c3cccs3)nc2c1Cl (stereo not drawn)

Compound,38,39,40,41,42,43,44,45,46,47,48
Platelet DG rel,.,-3,7,9,-5,13,5,13,0,0,-7
IEC-6 tox,-1,-6,-5,-1,-2,6,-5,-1,.,-3,2
Dyrk1A ADPGlo,7,-2,1,-1,-47,-4,5,-5,1,4,-5
aSyn 5UTR inh,.,8,2,12,-62,8,5,3,5,-30,25
GSK3A inh,.,-4,-2,-2,-4,-4,0,-1,0,-1,2
HSP90 inh,-1,3,-2,1,1,2,0,-7,.,-3,2
GSK3beta inhib,.,5,-1,0,2,-1,-2,0,-2,-4,1
HSF1 inhib,.,-6,7,-8,2,-6,3,-3,5,14,-5
KLF5 inh,-82,6,-18,10,-13,-58,-6,-26,.,-23,-22
HSF-1 act,.,-11,-6,12,3,6,17,3,1,41,-16

In the list so far, five have an NH in an aromatic ring:
(20) O=c1[nH]c(SCc2ccccc2Cl)nc2c1CCC2
(23) COc1ccc(C(=O)OCc2cc3cccc(C)c3[nH]c2=O)cc1
(26) C/C(=N/NS(=O)(=O)c1cc(C)ccc1C)c1c[nH]c2ccccc12
(33) O=C(CSc1n[nH]c(-c2ccccn2)n1)Nc1cccc(Cl)c1
(47) COCCN1Cc2cccc(C(=O)Nc3ccc(-c4nc5ccccc5[nH]4)cc3)c2C1=O

Compound,20,23,26,33,47
Platelet DG rel,-4,-2,-9,-33,0
IEC-6 tox,5,2,5,-1,-3
Dyrk1A ADPGlo,-3,1,11,0,4
aSyn 5UTR inh,-10,0,6,86*,-30
GSK3A inh,.,-1,0,-4,-1
HSP90 inh,3,-2,-3,-6,-3
GSK3beta inhib,2,-2,5,3,-4
HSF1 inhib,14,5,-2,6,14
KLF5 inh,4,-6,-10,59,-23
HSF-1 act,36,5,-13,5,41

The listing continues.
(49) CCN(C(=O)CN1CCCCC1)C1(C)C(=O)c2ccccc2C1=O
(50) COC(=O)CC1C(=O)NCCN1C(=O)CSc1nc2ccc([N+](=O)[O-])cc2s1 (stereo not drawn)
(51) C[C@H](NC(=O)c1ccc(C(C)(C)C)cc1)C(=O)N1CCC2(CC1)NCCc1[nH]cnc12
(52) COc1cccc(OC)c1C(=O)NN1CCCCC1
(53) COc1ccc(N2CCN(c3oc(-c4ccco4)nc3C#N)CC2)cc1
(54) O=C(N=Nc1c(O)[nH]c2ccc([N+](=O)[O-])cc12)c1ccccc1[N+](=O)[O-]

Compound,49,50,51,52,53,54
Platelet DG rel,2,5,2,-2,5,6
IEC-6 tox,2,1,-1,0,2,6
Dyrk1A ADPGlo,-8,11,0,-1,10,20
aSyn 5UTR inh,2,2,12,-5,17,-4
GSK3A inh,-1,0,-1,-2,-1,6
HSP90 inh,-8,-1,5,0,0,2
GSK3beta inhib,0,0,-2,-1,0,0
HSF1 inhib,1,-4,0,-6,1,-1
KLF5 inh,6,-9,-25,3,-21,-24
HSF-1 act,10,-8,0,-11,22,3
